TNAP Pi inh: inhibitors of human tissue-nonspecific alkaline phosphatase; purified TNAP, pNPP, malachite green phosphate absorbance; inhibition, % at 20 µM; 21,000 tested, under 10 active; AID 614
Target sequence (P05186 whole entry, looked up): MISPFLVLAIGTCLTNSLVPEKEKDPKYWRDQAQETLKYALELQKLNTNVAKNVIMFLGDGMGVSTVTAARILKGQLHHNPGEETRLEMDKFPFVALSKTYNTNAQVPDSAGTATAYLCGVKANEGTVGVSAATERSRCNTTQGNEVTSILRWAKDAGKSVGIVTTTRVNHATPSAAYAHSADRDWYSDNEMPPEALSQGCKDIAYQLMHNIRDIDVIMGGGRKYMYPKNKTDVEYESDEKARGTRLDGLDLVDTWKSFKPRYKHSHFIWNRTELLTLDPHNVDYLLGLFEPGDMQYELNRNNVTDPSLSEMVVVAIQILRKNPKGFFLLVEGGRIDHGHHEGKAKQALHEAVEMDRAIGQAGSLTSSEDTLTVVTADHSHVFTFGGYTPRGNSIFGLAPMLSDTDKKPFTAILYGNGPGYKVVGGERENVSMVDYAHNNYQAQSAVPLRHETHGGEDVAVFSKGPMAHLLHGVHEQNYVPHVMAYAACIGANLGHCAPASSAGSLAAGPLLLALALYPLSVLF
TNAP inh pNP: inhibitors of human tissue-nonspecific alkaline phosphatase | 21,000 tested, under 10 active | purified TNAP, pNPP hydrolysis, absorbance 405 nm | inhibition, % at 20 µM | P05186;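 note: 0% = DMSO only wells and 100% = 1 mM levamisole wells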
* = called active by the depositor.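 Rule for the calls: active = inhibition above 50% at the 20 µM single-dose screen; inactive = the rest.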 These rows are one share of the data; count on the stated rates, not on these rows.

SMILES | TNAP Pi inh | TNAP inh pNP
CN1CCN(C(=O)C2CC(c3c(F)cccc3Cl)=NO2)CC1 (configuration not stated) | 4.4 | 0.5
CC1CCC(n2c(=S)[nH]c3ccccc3c2=O)CC1 (configuration not stated) | 8.0 | 3.8
CCCCn1cnc2c(c1=O)c1nc3ccccc3nc1n2Cc1ccc2c(c1)OCO2 | 0.0 | 0.0
COC(=O)c1cc(-c2ccc(OC)c(OC)c2)on1 | 21.0 | 10.7
Cc1cc2nncn2c(Cc2ccccc2)n1 | 5.1 | 0.1
O=C(O)CCCNC(=O)OCc1ccccc1 | 11.4 | 2.1
COc1ccc2c(c1)N1CCN=C1N2C | 6.8 | 2.5
CC(C)(C)OC(=O)N[C@@H](Cc1ccccc1)c1nnc(S(=O)(=O)Cc2ccccc2)o1 | 6.0 | 1.3
COc1ccccc1NC1SC(=O)N(c2ccccc2)C1=O (configuration not stated) | 9.8 | 2.9
CCOC(=O)CSC1=C(C#N)C(=O)NC(c2ccc(OC)c(OC)c2)S1 (configuration not stated) | 7.1 | 3.8
Cc1cc(C)nc(SCc2nnc(SCC(=O)Nc3ccc(C)c(C)c3)o2)n1 | 15.4 | 3.5
O=C(O)C1C2C=CC(C2)C1C(=O)NC1CCN(Cc2ccccc2)CC1 (configuration not stated) | 19.9 | 2.9
COC(=O)c1cc(-c2c(C)oc3cc(OC)ccc3c2=O)c(C)o1 | 11.9 | 5.4
CCOC(=O)c1cn(-c2ccccc2)nc1-c1cccnc1 | 7.7 | 4.4
COc1ccc(CN2CCN(C(=O)c3cccs3)CC2)cc1Br | 12.4 | 3.8
CSc1cccc(NC(=O)CN(C)S(=O)(=O)c2ccc(F)cc2)c1 | 8.0 | 3.4
CCN(CC)S(=O)(=O)c1cccc(C(=O)N2CCCCC2)c1 | 7.8 | -0.1
Cc1nn(CC(=O)Nc2ccccn2)c(=O)c2ccccc12 | 5.8 | 6.0
COc1ccccc1-c1cc(C2CC2)nc(N)c1C#N | 8.8 | 5.4
CN1CCN(CCN2CCn3c2nc2ccccc23)CC1 | 12.8 | 5.2
O=C1C(C=NCCCN2CCCC2=O)=C(O)c2ccccc21 | 11.5 | 7.2
CC(C)C(=O)Nc1cccc(C(=O)NCc2ccc(S(N)(=O)=O)cc2)c1 | 11.8 | 0.7
COc1cc(OC)cc(C(=O)Nc2cccc(NC(C)=O)c2)c1 | 5.5 | 4.0
c1ccc(Nc2nc(-c3ccncc3)cs2)nc1 | 3.7 | 3.7
COc1cc2[nH]c(=S)n(CC3CCCO3)c(=O)c2cc1OC (configuration not stated) | 8.7 | 1.7
SMILES | TNAP Pi inh | TNAP inh pNP
O=C(CSc1nnc(-c2ccc(S(=O)(=O)N3CCOCC3)cc2)o1)c1ccccc1F | 3.4 | 4.9
O=C(CN1C(=O)c2cccc3cccc1c23)N1CCN(c2cccc(Cl)c2)CC1 | 11.1 | 0.4
COc1cc(C2c3c(-c4cc(C)cc(C)c4O)n[nH]c3C(=O)N2CCCO)cc(OC)c1OC (configuration not stated) | 5.1 | -0.9
COc1ccc(NC(=O)N(Cc2cc3cc(OC)ccc3[nH]c2=O)CC2CCCO2)cc1 (configuration not stated) | 9.7 | 4.9
CCOC(=O)C1=C(CSc2nc(C)ccc2C#N)OC(N)=C(C#N)C1c1cccc(OC)c1OC (configuration not stated) | 5.9 | 2.5
CCC(OC(=O)CC1Sc2ccccc2NC1=O)C(=O)NCC1CCCO1 (configuration not stated) | 5.9 | 5.2
COC(=O)CSc1nsc(SCC(=O)OC)c1C#N | 6.2 | 0.9
Cc1c(C(=O)Nc2cccc3cccnc23)oc2ccccc12 | 8.1 | 1.0
CCCSc1nnc2n(-c3ccccc3OC)c(=O)c3c4c(sc3n12)CCC4 | 7.1 | 2.1
COc1ccc(CNC(=O)C(c2cccs2)N(C(=O)c2csnn2)C2CC2)cc1 (configuration not stated) | -4.1 | -19.3
CCC(=O)N1CCN(c2ccc(Cl)cc2NC(=O)c2ccc(Br)o2)CC1 | 7.0 | 3.9
Nn1c(SCC(=O)NCc2ccccc2)nnc1C1CC1 | 0.0 | 0.0
CCc1nnc(NC(=O)CSc2nnc(-c3ccccc3O)n2-c2ccc(C)cc2)s1 | 8.8 | 1.0
c1ccc(Cn2c(SCCN3CCOCC3)nnc2-c2cccnc2)cc1 | 10.4 | 5.8
Cc1ccc2c(c1)cc(CN(Cc1ccc3c(c1)OCO3)S(=O)(=O)c1ccccc1)c1nnnn12 | 6.1 | 0.4
Cc1csc(NC(=O)Cn2cnnn2)n1 | 10.8 | 2.9
Cc1noc(C)c1C(=O)NCCc1ccc(Cl)cc1 | 6.1 | 5.2
CCOc1ccc(OCC(=O)Nc2ccc(S(=O)(=O)Nc3cc(C)nc(C)n3)cc2)cc1 | 1.8 | -3.9
COc1ccc(CCn2c(-c3ccco3)nc3nc4ccccc4nc32)cc1OC | 1.5 | 1.9
Cc1cc2c(c(=O)n1CCN(C)C)C(c1ccc(Cl)cc1)C(C#N)=C(N)O2 (configuration not stated) | 3.5 | 1.2
COc1ccc(C(=O)N2c3ccc(F)cc3CCC2C)cc1OC (configuration not stated) | 1.7 | 6.6
Cc1ccc(-c2nn(-c3ccccc3)cc2C(=O)N2CCOCC2)cc1 | 12.3 | 7.6
Cc1ccccc1OCCCCc1c(C)n[nH]c1C | 6.0 | 3.4
Cc1nnc(NCc2n[nH]c(=O)c3ccccc23)c2ccccc12 | -10.7 | -5.3
CCN(C(=O)c1cc2cccc(OC)c2oc1=O)c1ccccc1 | 6.8 | -0.5
SMILES | TNAP Pi inh | TNAP inh pNP
CC1CCc2nc(NC(=O)CN3CCOCC3)sc2C1 (configuration not stated) | 8.0 | 2.3
CCOC(=O)Cn1c(N2CCCCCC2)nc2c1c(=O)[nH]c(=O)n2C | -4.7 | -5.9
OC(CNCCCN1CCCCC1)COc1ccccc1 (configuration not stated) | 12.6 | 7.2
CC(=O)Nc1ccc(OCC(O)Cn2nc(C)c(C(C)=O)c2C)cc1 (configuration not stated) | 6.0 | 2.6
CCOC(=O)c1[nH]c2ccccc2c1NC(=O)CN(C)C | 6.2 | 1.0
Cc1oc(CC(C)C)c(CN2CCCC2)c1C(=O)O | 9.4 | 3.1
Cc1cc(C(F)F)n2nc(C(=O)Nc3c(F)cc(F)cc3Br)nc2n1 | 3.8 | 1.6
O=C(CSc1nnc2n(C3CCCCC3)c(=O)c3ccccc3n12)OC1CCCCC1 | 11.4 | 2.1
CCc1nc(NC2CCCCC2)c(C#N)c2c1COC(C)(C)C2 | 0.0 | 0.0
COC(=O)[C@H](CCSC)NC(=O)Nc1ccc(C(C)=O)cc1 | 1.5 | 3.5
Cc1cccc(N2CCN(C(=O)c3ccc(N4CCCC4=O)cc3)CC2)c1C | 11.9 | 0.0
O=C(Nc1nnc(SCc2ccccc2F)s1)c1ccco1 | -11.8 | 0.2
Cc1cc(C(=O)OCC(=O)c2ccc(Br)s2)c(C)o1 | 16.8 | 3.3
Cc1ccc(C2CC(C(F)(F)F)n3ncc(C(N)=O)c3N2)cc1 (configuration not stated) | 10.5 | 5.6
COc1ccccc1-c1nnc2n1N=C(c1ccc(O)c(O)c1)CS2 | 7.1 | 4.4
O=C(c1ccc(S(=O)(=O)N2CCCCC2)cc1)N1CCCc2ccccc21 | 7.5 | 1.6
Cc1ccc(C2CC(=O)c3cnc(N4CCN(c5ccccc5)CC4)nc3C2)cc1 (configuration not stated) | 5.4 | 1.7
CCOC(=O)c1cc(C(=O)OCC)cc(-n2c(C)cc(C(=O)CN3CCOCC3)c2C)c1 | -5.0 | -7.5
Cc1nnc(SCC(=O)N2c3ccccc3Sc3ccccc32)n1N | 5.1 | 0.4
CC(=O)c1cccc(NC(=O)c2ccc(Br)o2)c1 | 10.8 | 3.1
O=C(CN1C(=O)COc2ccc(Cl)cc21)N1CCc2ccccc21 | 14.4 | 3.8
Cc1cc(C)c(C#N)c(SCc2ccccc2C(=O)O)n1 | -0.3 | 8.9
Cc1c(-c2ccccc2)nc2ccccc2c1C(=O)O | 0.9 | 1.2
CCn1c(=O)c2ccccc2n2c(SCC(=O)N3CCCc4ccccc43)nnc12 | 15.3 | 7.9
NC(=O)COC(=O)C(Cc1ccccc1)NS(=O)(=O)c1ccccc1F (configuration not stated) | 0.0 | 0.0

Profiles as entered above:
OC(CNCCCN1CCCCC1)COc1ccccc1 (configuration not stated) is listed as TNAP Pi inh = 12.6; TNAP inh pNP = 7.2
COc1ccccc1-c1nnc2n1N=C(c1ccc(O)c(O)c1)CS2 is listed as TNAP Pi inh = 7.1; TNAP inh pNP = 4.4

3 compounds already listed, sorted by the number in TNAP Pi inh, smallest number first.
SMILES | TNAP Pi inh | TNAP inh pNP
CCOC(=O)c1[nH]c2ccccc2c1NC(=O)CN(C)C | 6.2 | 1.0
CC(=O)c1cccc(NC(=O)c2ccc(Br)o2)c1 | 10.8 | 3.1
OC(CNCCCN1CCCCC1)COc1ccccc1 (configuration not stated) | 12.6 | 7.2

Look-ups from the entries so far:
Entry for Cc1cc(C)c(C#N)c(SCc2ccccc2C(=O)O)n1 in TNAP inh pNP: 8.9
Entry for CC(=O)c1cccc(NC(=O)c2ccc(Br)o2)c1 in TNAP Pi inh: 10.8
Entry for O=C(CN1C(=O)COc2ccc(Cl)cc21)N1CCc2ccccc21 in TNAP Pi inh: 14.4

The listing picks up with the 4 entries that preceded the break.
SMILES | TNAP Pi inh | TNAP inh pNP
Cc1cc(C)c(C#N)c(SCc2ccccc2C(=O)O)n1 | -0.3 | 8.9
Cc1c(-c2ccccc2)nc2ccccc2c1C(=O)O | 0.9 | 1.2
CCn1c(=O)c2ccccc2n2c(SCC(=O)N3CCCc4ccccc43)nnc12 | 15.3 | 7.9
NC(=O)COC(=O)C(Cc1ccccc1)NS(=O)(=O)c1ccccc1F (configuration not stated) | 0.0 | 0.0
Cc1cccc2cc(C#N)c(NCCCn3ccnc3)nc12 | 11.0 | 3.5
Oc1ccc(Br)cc1-c1cc(-c2ccccc2F)[nH]n1 | -13.0 | 6.9
O=C(CCc1nc2ccccc2[nH]c1=O)OCc1ccc(S(=O)(=O)N2CCOCC2)cc1 | 17.8 | 6.8
O=C(Nc1ccccc1)OC1C2CCC1C(N1CCCCC1)CC2 (configuration not stated) | -2.3 | 7.1
O=C1CC2(CON=C2c2ccc(F)cc2)C(=O)N1c1ccc(F)cc1 (configuration not stated) | 5.3 | 0.5
COc1ccc(C2=Nn3c(nnc3-c3ccccn3)SC2)cc1OC | 0.0 | 7.9
COc1cccc(NC(=O)C2CC(=O)n3cnnc3S2)c1 (configuration not stated) | 0.0 | 0.0
COc1cc(CN2CCC(C(=O)NC3CCCC3)CC2)cc(OC)c1O | 9.9 | 1.5
NC(=O)CC1(CC(=O)O)CCCCC1 | -2.0 | -4.9
COC(=O)Nc1nc2c(s1)CCCC2 | -25.5 | 1.8
CCCCn1c(SCC(=O)NCc2cccs2)nc2c1c(=O)n(C)c(=O)n2C | -11.1 | 5.7
O=C(O)c1cc(S(=O)(=O)N2CCCCCC2)ccc1Cl | 10.3 | 2.7
COC(=O)c1ccc(Oc2c(C)oc3c(CN4CCN(C)CC4)c(O)ccc3c2=O)cc1 | 12.6 | 4.1
CCOc1ccccc1N(C(=O)c1snc(C(N)=O)c1N)C(C(=O)NCCC(C)C)c1ccco1 (configuration not stated) | -6.7 | 2.3
O=C1OC(N2CCN(C/C=C/c3ccccc3)CC2)c2ccccc21 (configuration not stated) | 8.1 | 4.7
COc1ccc(C2C3=C(CC(C)(C)CC3=O)Oc3ncn(CCCn4ccnc4)c(=N)c32)cc1 (configuration not stated) | 8.4 | 5.9
Cc1ccc(-c2nnn(CC(=O)Nc3ccc4nn(-c5ccccc5)nc4c3)n2)o1 | 8.0 | 4.6
O=C(O)C1[C@H]2C(=O)N(C3CCCC3)C[C@]23C=C[C@H]1O3 (some centres not stated) | 6.2 | 3.2
CC(=O)Nc1ccc(Oc2nc(C)cc(C)n2)cc1 | 2.8 | -2.3
N=C1C(c2nc3ccccc3[nH]2)=C(O)CN1c1ccccc1 | 13.1 | 7.0
O=c1c2cc3c(=O)n(CC4CCCO4)c(=O)c3cc2c(=O)n1CC1CCCO1 (configuration not stated) | 7.3 | 0.0
N#CC1(c2ccccc2)CCCN1C(=O)c1ccco1 (configuration not stated) | -3.4 | -5.5
COc1ccc(S(=O)(=O)Nc2ccc(S(=O)(=O)N3CCOCC3)cc2)cc1C | 11.3 | 6.8
O=C(N1CCOCC1)N1CCN(S(=O)(=O)c2ccccc2)C1 | 5.4 | 1.3
O=S(=O)(c1cccs1)n1cccn1 | 1.8 | 4.6
C=CCCC(=O)Nc1ccc(COC(=O)N2CCOCC2)cc1 | 11.5 | 2.9
CCOC(=O)CSc1nnc(CSc2nc(C)cc(C)n2)n1Cc1ccco1 | 8.5 | 1.3
CCOC(=O)c1nn(-c2ccccc2)c(C(=O)OCC)c1N | 14.0 | 2.0
COC(=O)c1[nH]c2ccc(C)cc2c1NC(=O)CCN1CCN(C2CCCCC2)CC1 | 3.2 | -1.5
COc1ccc(NC(=O)CSc2nnc(C3CC3)n2N)cc1 | 7.5 | 0.9
